# FBW7 act – FBW7 E3 ligase activators, primary screen, biochemical, AlphaScreen, human; F-box/WD repeat-containing protein 7 (Homo sapiens), Q969H0; normalized activity (activation), % at 26.1 µM; 650,000 tested, 0.13% active; AlphaScreen FBW7–phospho-cyclin E peptide binding, activator screen; in the data active = normalized activity above about 1.9%;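 also: purified mutant Fbw7 with reduced substrate affinity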
# Target sequence (Q969H0 whole entry, looked up): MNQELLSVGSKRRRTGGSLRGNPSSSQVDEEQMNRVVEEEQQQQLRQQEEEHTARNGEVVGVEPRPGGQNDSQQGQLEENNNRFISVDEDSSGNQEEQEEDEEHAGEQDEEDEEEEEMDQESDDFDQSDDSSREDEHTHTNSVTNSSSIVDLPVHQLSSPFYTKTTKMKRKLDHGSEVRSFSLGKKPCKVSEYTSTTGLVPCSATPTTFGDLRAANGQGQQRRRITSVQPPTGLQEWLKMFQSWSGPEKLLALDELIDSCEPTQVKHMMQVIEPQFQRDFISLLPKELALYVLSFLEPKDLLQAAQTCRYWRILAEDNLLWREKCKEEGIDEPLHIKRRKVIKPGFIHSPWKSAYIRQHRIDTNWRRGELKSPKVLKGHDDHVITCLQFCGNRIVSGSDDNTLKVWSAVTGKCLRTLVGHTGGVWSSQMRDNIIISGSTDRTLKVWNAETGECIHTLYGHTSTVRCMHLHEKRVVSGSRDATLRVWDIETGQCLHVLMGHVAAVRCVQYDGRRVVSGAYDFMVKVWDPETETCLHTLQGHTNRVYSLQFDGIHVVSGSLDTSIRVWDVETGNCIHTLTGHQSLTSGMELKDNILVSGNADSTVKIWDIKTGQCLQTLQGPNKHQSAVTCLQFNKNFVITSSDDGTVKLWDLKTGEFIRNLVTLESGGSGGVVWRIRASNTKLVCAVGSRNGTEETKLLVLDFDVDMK
# TEAD-YAP inh – TEAD-YAP interaction inhibition, primary screen, TEAD-YAP interaction inhibitor project, luminescence, HEK-TIYL cells; TEAD-Gal4/YAP UAS-luciferase luminescence; inhibition, % at 9.12 µM; 640,000 tested, 1.4% active; AID 1259422, 2018; in the data active = inhibition above about 32%;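 also: 0% = median of test compound wells and 100% = reference inhibitor wells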
# MITF inh – MITF inhibitors, primary screen, biochemical, AlphaScreen, human; inhibition, % at 2.6 µM; 650,000 tested, 0.91% active; AlphaScreen MITF homodimerization, bead proximity signal; Microphthalmia-associated transcription factor (Homo sapiens), O75030; AID 1259374, 2018; in the data active = inhibition above about 50%;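 also: 0% = vehicle wells with protein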
# GPR151 ag – activators of human GPR151, primary screen, cell-based, PathHunter beta-arrestin, luminescence; activation, % at 11.2 µM; 650,000 tested, 1% active; G-protein coupled receptor 151 (Homo sapiens), Q8TDV0; PathHunter beta-arrestin GPR151 cells; AID 1508602, 2020; in the data active = activation above about 4.9%;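 also: 0% = median of compound wells and 100% = cells with positive control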
# * = called active by the depositor; & = joins results of further samples; ! = repeats disagree.
SMILES,FBW7 act,TEAD-YAP inh,MITF inh,GPR151 ag
COC(=O)C1=CN(Cc2ccc(OC)cc2)C=C(C(=O)OC)C1c1ccc(OCc2ccccc2)cc1,0.3,-3,-4,0.3
COc1cc(OC)cc(C(=O)Nc2ccc(-c3ccc(N4CCN(C)CC4)nn3)cc2)c1,-0.3,-14,-9,-1.2
COC(=O)c1ccc(OCC(O)CN2CCC(C(=O)OC)CC2)c(OC)c1 (stereo not drawn),-0.1,6,27,1.2
O=C(Nc1cccc(C(=O)N2CCCC2)c1)c1ccccc1,0.5,6,10,-1.2
COc1ccccc1NS(=O)(=O)c1ccc2c(c1)oc(=O)n2C,0.0,-15,1,-1.6
COc1ccc(CNC(=O)c2ccc(NC(=O)C3=C(C)OCCS3)cc2Cl)cc1,0.3,3,5,-0.7
O=C(NCc1ccco1)C(=O)NCC1OCCCN1S(=O)(=O)c1ccc(F)cc1 (stereo not drawn),0.0,-4,-2,-0.3
O=C(NCc1ccco1)c1cn(Cc2ccc(F)cc2)nc1OCc1ccc(F)cc1,0.0,0,0,-1.1
CCN=c1sc(C2=c3cc(Br)ccc3=NC2=O)c(O)n1CC,0.1,-2,7,-1.8
COc1cc2[nH]c(=S)n(CC(OC)OC)c(=O)c2cc1OC,-0.1,21,7,0.1
CCc1ccccc1NC(=O)c1cc(S(=O)(=O)NC2CCCC2)ccc1F,0.2,-3,-14,-2.0
COc1ccc(N2C(=O)CSC2c2cccc(Cl)c2Cl)cc1Cl (stereo not drawn),-0.1,-9,2,0.7
COc1ccc(-c2cc3nc4c(c(=O)n3[nH]2)SCC4)cc1,0.1,-10,15,-1.7
CC(=O)Nc1ccc(Nc2nc(NCCN3CCOCC3)nc3c2ncn3-c2ccsc2)cc1,-0.3,51*,-5,-0.3
COCCN(Cc1ccccc1)C(=S)NCc1ccco1,-0.2,-10,-8,0.0
O=C(Nc1ccc2oc(-c3ccc(F)cc3)nc2c1)c1cccnc1,0.0,-6,8,-0.7
N#C/C(=C\Nc1cccc(Cl)c1)c1nc2ccccc2[nH]1,-0.3,-8,-1,0.0
Cc1ccc(CN2CCNC(=O)C2CC(=O)NCC(C)(C)CO)cc1 (stereo not drawn),-0.1,0,-3,1.8
Cc1cc(C)c2nc(NCCNC(=O)C3CC3)c(C#N)cc2c1,0.6,-8,-6,-0.7
COc1cc(-c2nc3ccccc3c(=O)n2NC/C=C/c2ccccc2)cc(OC)c1OC,0.1,-9,18,-0.7

# Compound profiles (already shown).
# `CC(=O)Nc1ccc(Nc2nc(NCCN3CCOCC3)nc3c2ncn3-c2ccsc2)cc1` is entered as FBW7 act = -0.3; TEAD-YAP inh = 51*; MITF inh = -5; GPR151 ag = -0.3
# `O=C(Nc1ccc2oc(-c3ccc(F)cc3)nc2c1)c1cccnc1` is entered as FBW7 act = 0.0; TEAD-YAP inh = -6; MITF inh = 8; GPR151 ag = -0.7

# The list continues.
SMILES,FBW7 act,TEAD-YAP inh,MITF inh,GPR151 ag
COc1ccc2c(CN(C)CC(=O)Nc3ccc(N4CCOCC4)cc3)cc(=O)oc2c1,0.0,6,5,1.4
Cc1cccc2sc(NNC(=O)c3ccccc3F)nc12,-0.2,1,-1,-0.3
CC(=O)Nc1cccc(NS(=O)(=O)c2ccc(Br)cc2)c1,0.1,10,10,1.6
COc1ccc(CCNc2ncc3c(n2)CC(c2ccccc2)CC3=O)cc1 (stereo not drawn),-0.2,-10,4,0.0
COC(=O)c1ccccc1NC(=O)CSc1ccc(Br)cc1,0.3,10,-7,1.2
CN(C)CCCN1c2ccccc2CCc2ccc(Cl)cc21,-0.2&-0.3&0.5&-0.1&0.0,0&-21,17&-7&12&6&-21,10*!
Cc1ccc(CN2CCN3C(=O)[C@@H](CO)NC(=O)[C@H]3C2)cc1C,0.2,0,6,1.2
NC(=O)c1ccc(-c2ccc(C(=O)NCCc3ccc(O)cc3)s2)cc1,0.0,-20,-8,-1.5
COc1ccc(S(=O)(=O)N2CCOCC2)cc1Br,0.3,-6,18,-0.6
COc1ccc(/C=N/Nc2nc(N(C)C)nc(N3CCOCC3)n2)c(OC)c1,0.0,-6,3,-0.2
O=C(CN1C(=O)C2C3C=CC(C4CC34)C2C1=O)Nc1ccc(Oc2ccccc2Cl)cc1 (stereo not drawn),0.1,12,8,-1.7
C=CCOC(=O)C1=C(C)NC(S)=C(C#N)C1c1cccs1 (stereo not drawn),-0.1,4,-6,-0.5
O=C(CSc1nnc(NC(=O)c2ccc(F)cc2F)s1)NC1CCCC1,-0.1,-8,7,-0.5
CCc1nc2ccccc2n1CC(C)C,0.0,8,5,2.1
Clc1ccc(OCCn2cc(/C=N/n3cnnc3)c3ccccc32)cc1,-0.3,5,-8,0.2
O=C(Nc1ccc2oc(-c3cccc(Cl)c3)nc2c1)c1ccc(Cl)c(Cl)c1,0.1,-3,-3,-0.8
CCOC(=O)c1c(NC(=O)c2cccc(C)c2)sc2c1CCCC2,0.1,-4,2,1.3
O=C(COC(=O)c1c(F)cccc1Cl)NCc1ccco1,0.0,-14,-1,0.4
O=C(N/N=C/c1ccc(Cl)cc1Cl)c1cc(C2CC2)[nH]n1,0.3,-4,7,-1.0
O=C(c1nn2c(C(F)(F)F)cc(-c3ccc(Br)cc3)nc2c1Br)N1CCCCC1,-0.1,-1,-2,1.1
O=C(/C(Cl)=C/Nc1ccc(Cl)c(S(=O)(=O)N2CCOCC2)c1)C(F)(F)F,-0.1,-10,2,-0.5
Cc1cc(C)c2c(c1)/C(=N/NC(=O)C(N)=O)CCC2,0.0,-4,-12,-0.4
CN1C(=O)N(C)C2(c3ccccc3)Nn3c(s/c(=C\c4cc5c(cc4Br)OCO5)c3=O)=NC12c1ccccc1 (stereo not drawn),0.5,-7,14,0.4
CCOc1c(C)cnc2c1c(=O)n(CC(=O)Nc1ccc(F)cc1F)c(=O)n2C,-0.1,-2,7,1.7
Cc1[nH][nH]c(=O)c1C(c1ccc(Br)cc1)c1c(C)[nH][nH]c1=O,0.0,3,10,-0.4
CCOC(=O)[C@@H]1CCN(Cc2ccccc2)C[C@H]1c1ccccc1,0.2,2,14,1.5
COc1cccc(C(=O)NNS(=O)(=O)c2ccc(Cl)cc2)c1,0.1,11,11,0.2
COc1cc(NC(=O)c2noc3c2COc2ccc(C)cc2-3)cc(OC)c1OC,0.1,1,6,0.6
O=C(Nc1ccccc1)N(CCCO)Cc1cc2cc3c(cc2[nH]c1=O)OCCO3,0.0,7,-12,-0.7
Cc1cc(Br)ccc1NC(=O)C1CCCCC1C(=O)O (stereo not drawn),0.0,6,8,0.4
CCCCCC(=O)N/N=C(/C)c1ccc(NC(=O)c2cccs2)cc1,0.0,-56,0,-1.8
COc1ccc(NC(=O)c2ccccc2N(C)S(C)(=O)=O)cc1,0.0,-7,-10,0.0
O=C(N/C(=C\c1ccc2c(c1)OCO2)C(=O)N1CCOCC1)c1ccccc1Cl,0.1,-15,14,0.3
CCOc1ccc(C(=O)COC(=O)c2ccccc2[N+](=O)[O-])cc1,0.6,-1,5,-0.6
Cc1cc(C(F)(F)F)nn1CC(=O)NCCc1ccccc1,0.4,1,20,0.5
Cc1cc(NC(=O)c2cc3ccccc3o2)ccc1-c1cc2ccccc2oc1=O,0.0,9,3,0.5
COc1cc(CN2CCOc3ccc(C(O)C(C)C)cc3C2)cc2c1OCO2 (stereo not drawn),0.3,-11,0,1.6
CN(C(=O)c1ccc(N2CCCC2)c([N+](=O)[O-])c1)C1CCCCC1,0.7,27,9,0.3
Cc1cccc(NC(=O)CSc2cn(CCNC(=O)c3cccc(C(F)(F)F)c3)c3ccccc23)c1C,0.3,32,20,-1.0
NC(=O)c1ccccc1NC(=O)C(Sc1ccccc1)c1ccccc1 (stereo not drawn),0.1,16,5,-0.1

# Filtered by structure, the entries above with a furan ring, fused or not (5)
SMILES,FBW7 act,TEAD-YAP inh,MITF inh,GPR151 ag
O=C(NCc1ccco1)C(=O)NCC1OCCCN1S(=O)(=O)c1ccc(F)cc1 (stereo not drawn),0.0,-4,-2,-0.3
O=C(NCc1ccco1)c1cn(Cc2ccc(F)cc2)nc1OCc1ccc(F)cc1,0.0,0,0,-1.1
COCCN(Cc1ccccc1)C(=S)NCc1ccco1,-0.2,-10,-8,0.0
O=C(COC(=O)c1c(F)cccc1Cl)NCc1ccco1,0.0,-14,-1,0.4
Cc1cc(NC(=O)c2cc3ccccc3o2)ccc1-c1cc2ccccc2oc1=O,0.0,9,3,0.5

# Next compounds.
SMILES,FBW7 act,TEAD-YAP inh,MITF inh,GPR151 ag
COCCCNC(=O)CN1C(=O)COc2ccccc21,-0.1,-4,-1,4.1
COCCn1c(SCC#N)nnc1-c1ccccc1,0.3,6,65*,0.9
Cc1cc(Cl)ccc1OCCCC(=O)Nc1ncccc1O,-0.2,1,-7,-1.8
O=C(OCC(O)C(O)C(O)c1cnn(-c2ccccc2)n1)c1ccc(-c2ccccc2)cc1 (stereo not drawn),-0.1,0,-5,-0.2
O=C(OCC(=O)c1ccc[nH]1)c1cc[n+]([O-])cc1,0.0,-1,5,-0.2
COc1ccc(N(CCCN2C(=O)c3cccc4cccc(c34)C2=O)C(=O)c2ccc([N+](=O)[O-])cc2Cl)cc1,-0.2,5,-4,12*
Cc1ccc2nc3nc(NCC4CCCO4)c(C(=O)NC4CCCC4)cc3c(=O)n2c1 (stereo not drawn),0.4,8,-1,4.3
COc1ccc(C2=NN(c3ccc([N+](=O)[O-])cc3)C(c3ccc(F)cc3)C2)cc1 (stereo not drawn),0.1,-2,-2,2.1
Cn1nc2c(c1NC(=O)C1CCCN(S(=O)(=O)c3ccc(Cl)s3)C1)CCC2 (stereo not drawn),0.0,33*,2,0.5
CCOc1ccc(Br)cc1S(=O)(=O)Nc1ccc(F)cc1F,0.2,-1,5,0.2
COc1cc(NC(=O)c2cc([N+](=O)[O-])ccc2N2CCOCC2)ccc1NC(=O)C(C)C,-0.1,5,-1,-0.8
CC1CCCCC1NC(=O)CCCn1c(=S)[nH]c2ccsc2c1=O (stereo not drawn),0.2,-6,2,-0.5
CC(=O)c1sc(=Nc2ccc(C)cc2)n(CCCO)c1C,-0.4,-3,2,2.0
COC(=O)c1cc2occc2n1Cc1cn2ccccc2n1,-0.3,5,-4,-2.0
COc1cccc(OCc2cc(C3Nc4ccccc4C(=O)N3c3cccc4ccccc34)ccc2OC)c1 (stereo not drawn),0.6,-19,-2,-1.2
COc1ccc(-c2nc3ccccc3[nH]c2=O)cc1,0.3,-15,37,-0.4
COc1ccc(NC(=O)COC(=O)c2nn(C)c(=O)c3ccccc23)cc1Cl,0.2,-4,9,-0.1
CCN(CC)CCCCCOc1ccccc1[N+](=O)[O-],-0.1,3,4,0.5
N#C/C(=C\c1cn(CC(=O)N2CCOCC2)c2ccccc12)C(=O)Nc1ccc(Cl)cc1,-0.2,6,0,-0.9
CCCCN(C)c1nnc(NC(=O)Nc2ccc3c(c2)OCCO3)s1,0.1,3,-12,-1.2
O=C1CCCN1CCCNc1nc(NCCN2CCOCC2)c2ncn(C3CCCCC3)c2n1,0.4,19,16,-1.4
COc1cccc(COC(=O)Nc2ccc(-c3cn[nH]c3)cc2)c1,0.1,-1,-6,1.3
O=C(NNc1nc(-c2ccccc2Cl)c2cc(Br)ccc2n1)c1ccc(Cl)cc1Cl,-0.1,2,9,1.1
N#C/C(=C\c1ccc(-c2ccccc2[N+](=O)[O-])o1)C(N)=O,-0.1,-4,-8,1.6
Cc1cc2oc(=O)cc(COC(=O)C3CSC4(C)CCC(=O)N34)c2cc1Cl (stereo not drawn),0.0,-8,4,-0.5
CN(C(=O)c1cccc(C#N)c1)c1nnc(-c2cccnc2)s1,0.1,3,-8,-0.9
O=C(Cc1ccc2c(c1)OCO2)N1CCC(n2nc(C3CC3)ccc2=O)CC1,0.2,-17,10,-0.4
CC(C)C(NC(=O)c1ccc(Cl)c([N+](=O)[O-])c1)C(=O)NCCc1ccccn1 (stereo not drawn),0.1,-1,12,1.6
CCN(CC)CCN1CCN(c2ccnc3c(-c4cncnc4)cnn23)CC1,-0.5,1,-30,-0.3
CCOc1cccc(C2c3c(-c4ccccc4O)n[nH]c3C(=O)N2CC2CCCO2)c1 (stereo not drawn),-0.1,1,-5,0.8
CC(C)OCCCNC(=O)C(C(=O)c1ccccc1)n1ccccc1=O (stereo not drawn),0.8,5,13,0.3
CC(C)C[C@@H]1NC(=O)[C@H]2CN(Cc3nc(-c4ccccc4)cs3)CCN2C1=O,0.0,15,3,1.5
CN(C)N1C(N)=C(C#N)C(c2cccc(Cl)c2Cl)C2=C1CC(C)(C)CC2=O (stereo not drawn),-0.1,27,10,1.0
COc1ccc(CNc2nncc(-c3cccc(C(F)(F)F)c3)n2)cc1,0.0,-7,15,0.2
CCOC(=O)c1c(/N=C/N(C)C)sc(C(=O)OC)c1C,0.3,0,-5,-0.4
CC1CN(C(NC(=O)c2ccccc2)C(Cl)(Cl)Cl)CC(C)O1 (stereo not drawn),0.5,1,8,-0.1
O=C(CSc1nc2ccccc2c(=O)n1Cc1ccc2c(c1)OCO2)c1ccc(F)cc1,0.2,-2,-6,-0.6
O=C(Cn1nc(-c2ccccc2F)ccc1=O)Nc1cccnc1,-0.1,1,-4,-0.8
